TSHR antagonist: Antagonists of the Thyroid Stimulating Hormone Receptor: HTS campaign. Thyrotropin receptor (Homo sapiens), P16473. AID 504810, 2011. 0.2% of 330,000 active. activity change, negative = inhibition, % at 11.5 µM. TSHR-expressing cells, TSH-stimulated cAMP HTRF, 2 h; stronger effect = lower value;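 active = activity change below a set negative limit, meaning inhibition stronger than a set level, cut at about -70% in these data; inconclusive = activity change between two set negative limits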; also: % is scaled to controls: 0 for no effect and ±100 for the full control effect
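TSHR-expressing cells were treated with compounds, then stimulated with TSH at EC80 (4nM final) for 2 hours at 37 deg C. Cellular cAMP was measured by HTRF competition between lysate cAMP and cAMP-d2 for a cryptate-labelled anti-cAMP antibody.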
USP2a inh: qHTS Assay for Inhibitors of Ubiquitin-specific Protease USP2a Using CHOP2 as the Reporter; Ubiquitin carboxyl-terminal hydrolase 2 (Homo sapiens), O75604; AID 463254, 2010; Potency, µM (series often up to 38.3 µM), for the others: at the highest dose activity change, negative = inhibition, actives largely listed as inhibitors; USP2 core, Ub-CHOP2 coupled fluorogenic reporter, 485/531; 0.01% of 330,000 active;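 also: potency is read from the fitted curve at half-maximal effect; plate controls were DMSO wells for no effect and full inhibition by NEM control for full effect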
Target sequence (O75604 whole entry, looked up): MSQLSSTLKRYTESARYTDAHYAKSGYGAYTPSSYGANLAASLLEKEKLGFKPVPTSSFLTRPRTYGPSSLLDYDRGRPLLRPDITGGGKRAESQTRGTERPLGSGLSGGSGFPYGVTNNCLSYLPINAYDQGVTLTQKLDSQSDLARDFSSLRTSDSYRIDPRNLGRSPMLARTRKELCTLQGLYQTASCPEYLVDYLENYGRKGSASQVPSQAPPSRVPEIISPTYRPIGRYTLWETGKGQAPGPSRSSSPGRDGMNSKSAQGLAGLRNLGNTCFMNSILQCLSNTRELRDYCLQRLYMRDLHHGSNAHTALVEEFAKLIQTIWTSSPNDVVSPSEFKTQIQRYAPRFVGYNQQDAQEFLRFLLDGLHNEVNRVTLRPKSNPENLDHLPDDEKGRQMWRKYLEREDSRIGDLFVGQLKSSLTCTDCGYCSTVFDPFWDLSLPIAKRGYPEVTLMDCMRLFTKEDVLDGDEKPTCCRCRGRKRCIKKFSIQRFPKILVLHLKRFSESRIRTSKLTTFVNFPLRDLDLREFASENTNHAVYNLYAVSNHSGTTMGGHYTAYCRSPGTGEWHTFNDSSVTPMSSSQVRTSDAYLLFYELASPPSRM
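Deubiquitinase activity read as fluorescence (485/531 nm) after Ub-CHOP2 cleavage activates the enterokinase reporter on its substrate; USP2 core 10nM, Ub-CHOP2 and substrate 25nM each, 30min compound preincubation then 60min RT; data normalized to NEM, curves fitted.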
Eya2 inh: qHTS Assay for Inhibitors of the Phosphatase Activity of Eya2; Protein phosphatase EYA2 (Homo sapiens), O00167; recombinant Eya2, OMFP fluorescence dephosphorylation (OMFP is methylfluorescein phosphate); Potency, µM (doses to about 76.9 µM), for inactives: at the highest dose activity, negative = inhibition, actives largely listed as inhibitors; 0.006% of 330,000 active; AID 488837, 2010; also: potency is read from the fitted curve at half-maximal effect; % is scaled to controls: 0 for no effect and ±100 for the full control effect
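Eya2 protein (added as 0.2 uM solution) was preincubated with compound for 10 min at ambient temperature in 50 mM HEPES pH 7.5, 50 mM NaCl, 5 uM MgCl2, 0.05% BSA, 1 mM DTT. OMFP (added at 50 uM) then reacted 10 min; fluorescence read at 485/525 nm.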
ELG1 DNA repair: qHTS screen for small molecules that inhibit ELG1-dependent DNA repair in human embryonic kidney (HEK293T) cells expressing luciferase-tagged ELG1. HEK293T ELG1-luciferase reporter, luminescence, 16 h; DNA damage induced by 5-fluorouridine. AID 504467, 2011. 2.3% of 330,000 active. Potency, µM (doses to about 46.1 µM), inactives show at the top dose activity change, negative = inhibition, most hits filed as inhibitors; also: potency is read from the fitted curve at half-maximal effect; % is scaled to controls: 0 for no effect and ±100 for the full control effect; nearly all actives have a fitted effect of over 55% in size
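Step one: seed 2,000 cells per well. Step two: pin-transfer compound or DMSO alongside 5-fluorouridine. Step three: incubate 16 hr, 37 °C, 5% CO2. Step four: add ONE-Glo, wait 30 min, read luminescence.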
KCNH2 WT inh: qHTS for Inhibitors of KCHN2 3.1: Wildtype qHTS; Voltage-gated inwardly rectifying potassium channel KCNH2 (Homo sapiens), Q12809; U2OS, BacMam KCNH2, thallium flux FluxOr; stronger effect = lower value; activity change, % at 1.84 µM; 0.37% of 340,000 active; AID 720551, 2013;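 active = maximum activity change below -70%; inconclusive = maximum activity change between -70% and -50%; inactive = maximum activity change above -50%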; also: % is scaled to controls: 0 for no effect and ±100 for the full control effect
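U2OS cells were transduced with wild-type KCNH2 virus (2.03 x 10^8 / mL) for 4 h at room temperature, then cultured overnight at 37 C. Thallium flux was read with FluxOr dye. Rate constants were normalized to DMSO controls.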
A-T KAP1 phos: qHTS Assay for Identifying a Potential Treatment of Ataxia-Telangiectasia; 0.19% of 320,000 active; […] A-T fibroblasts, KAP-1 phosphorylation AlphaLISA; neocarzinostatin DNA damage 30 min before lysis; AID 485349, 2010; Potency, µM (top dose mostly 57.5 µM), without a hit: at the top dose activation, most hits filed as activators; also: potency is read from the fitted curve at half-maximal effect; % of control where 0% means no effect; nearly all actives have a fitted effect of over 45% in size
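hTERT-immortalized A-T patient fibroblasts ([…]), 500 cells/well in OPTI-MEM, 1% FBS, got compounds for 60 min, then NCS for 30 min at 37C. Lysates were then assayed for phospho-KAP-1 by AlphaLISA (anti-pKAP1 donor, anti-KAP1 acceptor beads), 6 hr at 25C.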
Mito fusion act: qHTS Assay for Small Molecule Inhibitors of Mitochondrial Division or Activators of Mitochondrial Fusion; Potency, µM (top dose mostly 46.1 µM), inactives show at the top dose growth rescue (activation), usual class: activators; AID 485298, 2010; 0.23% of 320,000 active; S. cerevisiae fusion-defective mutant growth rescue, CellTiterGlo 48 h;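 also: potency is read from the fitted curve at half-maximal effect; % of control where 0% means no effect; nearly all actives have a fitted effect of over 45% in size; temperature-sensitive fusion mutants such as fzo1-1 at 37 °C on non-fermentable ethanol glycerol medium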
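Read-out: ATP-based luminescence (CellTiterGlo, 10 min ambient) reporting growth of fusion-defective ts yeast after 48 hours at 37C on glycerol/ethanol YPEG medium in the presence of compound.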
TRPV1 agonist: HTS Assay for Compounds that Act as Agonists of the Vanilloid Receptor 1 | activation, % at 8.33 µM | TRPV1-expressing cells, Fluo-8 calcium influx, agonist mode | 0.19% of 320,000 active; in the data active = activation above about 80%; inconclusive = between about 30% and that limit; also: 0% is about no effect
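TRPV1-expressing cells were cultured overnight at 35.5C and loaded with Fluo-8 calcium dye for 40 to 90 min at room temperature. After a 10 s baseline, compound was added and calcium influx was read kinetically for 3 min (ex 480/em 520 nm).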
KCNH2 3.1 block: qHTS for Inhibitors of KCHN2 3.1: Mutant qHTS | Potassium voltage-gated channel subfamily H member 2, brain isoform KCNH2 3.1 (human) | U2OS KCNH2 3.1, thallium flux FluxOr; stronger effect = lower value | activity change, % (tested at about 1.8 µM) | 0.95% of 340,000 active;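 active = maximum activity change below -70%; inconclusive = maximum activity change from -70% to -50%; inactive = maximum activity change above -50%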;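 also: thallium influx rate constant from kinetic fluorescence after stimulation buffer; % is scaled to controls: 0 for no effect and ±100 for the full control effect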
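Normalized rate constant (relative to positive and negative DMSO controls) derived from a 2 min kinetic fluorescence read after stimulation; U2OS cells expressing the 3.1 isoform via virus at 1.77 x 10^8 /mL.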
TCR activator: Activators of T cell receptors: qHTS campaign | primary human leukocytes, anti-CD3, IL-2 HTRF, 48 h | Potency, µM (titrated, usually from 9.22 µM), for the others: at the top dose activation of IL-2 secretion, usual class: activators | 330,000 tested, under 10 active | AID 504894, 2011; also: % of control where 0% means no effect
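Primary human leukocytes were stimulated with a-CD3 beads plus compounds for 48 hr without co-stimulation; secreted IL-2 was quantified by HTRF using a-IL-2-K (europium cryptate) and a-IL-2-d2, excited at 320nm with acceptor emission read at 665nm.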
* hit, by the source's call; u = inconclusive; x = no result given; [ ] = remark or other dose. Unless noted, calls follow the shape of the dose curve; as a rule, active = well fitted curve in the direction sought with a large enough effect; inconclusive = small, poorly fitted or top-dose-only effect, or another doubt; inactive = no such curve, though single readings can be large; an effect the other way counts as inactive or inconclusive. Not all compounds are listed; the hit share may differ from the screen's.

smiles	TSHR antagonist	USP2a inh	Eya2 inh	ELG1 DNA repair	KCNH2 WT inh	A-T KAP1 phos	Mito fusion act	TRPV1 agonist	KCNH2 3.1 block	TCR activator
COc1ccc(-c2noc(CCCOc3ccc(Cl)cc3Cl)n2)cc1	-18.5	-3.8%	-8.1%	u	7.5	x	5.3%	5.1	-22.7	-3.3%
C=CCNCc1ccc(C(=O)NCCCCCCC)cc1[N+](=O)[O-]	-6.5	3.1%	-27.0%	13.6%	-4.9	15.0%	-8.4%	u	-0.5	-7.6%
Cc1ccc2nc(SCC(=O)NCc3ccco3)c(C)cc2c1	-8.3	1.6%	-6.2%	2.9%	-9.9	0.7%[11.5 µM]	-3.3%	12.0	x	4.8%
Cc1csc(NC(=O)CSc2nc(C)cs2)n1	8.0	0.4%	15.0%	u	-6.3	5.0%	-0.1%	-2.1	x	1.7%
Nc1ccc2nc(-c3cccs3)[nH]c2c1	-17.8	-0.5%	-14.8%	u	4.1	1.2%	-1.6%	2.2	-1.1	2.3%[46.1 µM]
CC(=O)N(C1=C(Cl)C(=O)c2ccccc2C1=O)C1CCCCC1	-81.8*	0.2%	-4.6%	16.4µM*	2.5	1.4%	0.2%	10.0	3.0	3.2%
CCOc1ccc(C(=O)C(C)OC(=O)Cn2[nH]c(=O)c3ccccc3c2=O)cc1 (configuration not stated)	25.7	0.6%	-5.9%	16.1%	5.0	11.1%	-6.0%	-6.0	-73.2*	2.3%
CCO/C=C1\C(=O)N(c2ccccc2)C(=O)c2ccccc21	-0.5	2.3%	4.5%	11.3%	-19.2	6.3%	3.8%	5.6	10.8	-36.9%
Cc1cc([N+](=O)[O-])ccc1NC1CCCC1	3.4	1.8%	-4.2%	-6.7%	-6.7	8.7%	12.6%	-3.4	-19.3	-10.4%[46.1 µM]
COC(=O)c1cc(Br)c(=O)n(-c2ccc(C(C)=O)cc2)c1	8.1	1.5%	15.7%	-0.2%	x	-0.8%	9.1%	0.9	x	x
CC(=O)NC1=NN(C(C)=O)C(C)(CC(=O)OC(C)(C)C)S1 (configuration not stated)	-2.7	0.1%	2.6%	6.6%	-10.3	0.6%	3.1%	0.3	8.9	-15.1%
CSc1ccc(CN2CCN(Cc3ccc([N+](=O)[O-])cc3)CC2)cc1	-21.5	0.5%	3.7%	u	-111.8*	-1.9%	-8.5%	9.0	-110.1*	x
CCN(CC)/C(Sc1ccccc1)=C(\C(Cl)=C(Cl)Cl)[N+](=O)[O-]	-6.2	3.8%	u	5.3%	-10.5	-5.2%	1.2%[9.22 µM]	-0.3	9.0	-1.7%
O=C(Oc1cccc(N2C(=O)C3C4c5ccccc5C(c5ccccc54)C3C2=O)c1)c1ccco1 (configuration not stated)	-22.7	3.7%	1.5%	-11.8%	-12.3	1.8%	14.7%	3.6	-10.6	1.7%[46.1 µM]
COC(=O)CCC(=O)NNC(=O)c1ccc(Br)cc1	15.2	-0.1%	12.8%	19.0%	-3.2	u	0.1%	2.4	-19.3	6.8%
CC(=O)c1ccc(N2CCN(S(=O)(=O)c3ccc4c5c3CC(=O)N5CC(C)S4)CC2)cc1 (configuration not stated)	3.3	2.3%	2.3%	-20.0%	0.4	-6.4%	-1.3%	-0.7	7.8	3.4%
CC(=O)c1cc2c(cc1NC(=O)c1cc3nc(C(C)C)cc(C(F)(F)F)n3n1)OCO2	0.9	2.6%	0.9%	1.2%	-2.1	0.6%	1.6%	-2.5	9.7	x
CCOC(=O)c1c(NC(=O)c2ccc(N3C(=O)[C@@H]4[C@H](C3=O)[C@H]3C=C[C@@H]4C3)cc2)sc2c1CC(C)CC2 (some centres not stated)	13.1	4.4%	0.3%	-7.7%	4.1	-3.5%	-2.7%	0.6	7.3	-1.5%[46.1 µM]
COc1cccc(NS(=O)(=O)c2ccc3c(c2)N(C(C)=O)CCS3)c1	5.1	1.0%	-19.1%	2.2%	4.6	-0.9%	-1.4%	6.3	13.5	3.6%
COc1ccc(/C=N/NC(=O)CCn2c3ccccc3c3ccccc32)cc1OC	-32.3	3.7%	7.3%	-3.6%	5.0	3.6%	1.7%	3.1	5.5	-9.4%
CC(=O)c1cccc(NC(=O)Nc2cnn(Cc3ccc(Cl)cc3Cl)c2)c1	-0.1	-8.1%	-12.2%	25.9µM*	-19.3	4.8%	-2.2%	u	-2.4	4.4%
CCOc1ccc2nc(SCC(=O)NC3CCCc4ccccc43)sc2c1 (configuration not stated)	-10.6	1.5%	-1.5%	-12.3%	-1.0	6.2%	-0.6%	7.4	-1.9	-0.6%[46.1 µM]
Cc1ccc(C2=NN(S(=O)(=O)c3ccccc3)C(c3ccccc3O)C2)cc1 (configuration not stated)	4.9	-0.1%	11.6%	u	-1.4	-1.6%	7.1%	14.8	8.9	-1.6%
Cc1ccc2[nH]c3c(=O)n(CCN4CCOCC4)cnc3c2c1	63.5	-4.0%	-10.2%	u	-5.7	11.1%	5.2%	-3.7	4.7	0.4%
Cc1ccc(S(=O)(=O)N2CCN(C)CC2)cc1[N+](=O)[O-]	8.3	0.3%	1.5%	-4.8%	8.7	5.8%	0.3%	-4.7	-2.5	-4.5%
O=C(COc1ccccc1)N1CCN(S(=O)(=O)Cc2ccccc2)CC1	-4.2	4.3%	9.9%	-6.2%	-268.6*	4.4%	-0.1%	6.0	-8.7	8.4%
CN(CC(=O)Nc1ccc(Cl)cc1)C1=NS(=O)(=O)c2ccccc21	-15.6	2.4%	-2.3%	10.5%	0.1	0.5%	-3.5%	2.3	-25.7	-3.0%
COc1ccc(CC(=O)N[C@@H]2c3cc(OC)c(OC)cc3C[C@H]2OCc2ccccc2)cc1	3.5	4.2%	-1.2%	-4.3%	-6.1	8.6%	x	x	x	-6.7%[46.1 µM]
CCOc1cc(-c2noc(CCC(=O)NC3CCCCC3)n2)ccc1OC	-7.3	-1.2%	4.7%	-4.2%	16.0	4.3%	8.9%	0.9	-4.1	-1.4%
CCc1ccc(NC(=O)c2ccc(NC(=O)C3CCCO3)cc2)cc1 (configuration not stated)	-19.7	-0.4%	-3.2%	8.3%	-2.1	-1.3%	-6.0%	12.0	-4.0	-6.6%
Cc1ccc(C(=O)NCCc2ccc(S(N)(=O)=O)cc2)o1	2.1	1.0%	-10.7%	6.4%	-5.5	-1.8%	-0.9%	0.2	-1.0	1.5%
CCCSc1nc2c(cnn2-c2ccc(Cl)cc2)c(=O)[nH]1	5.2	1.8%	18.7%	12.7%	4.5	13.6%	5.9%	x	0.2	-0.9%
N=C1C(c2ccccc2)=C(O)CN1c1cccc(S(=O)(=O)N2CCCCC2)c1	-4.3	-1.7%	3.0%	13.1%	-225.3*	-2.7%	-0.1%	0.4	6.1	-7.7%
CCN1C(=O)/C(=C\N2CCCc3ccccc32)SC1=S	-16.2	3.4%	-4.8%	u	-1.9	-1.4%	0.1%	6.4	-10.1	-0.5%
COc1ccc(S(=O)(=O)NCc2ccc(C(=O)NCCCN3CC(C)CC(C)C3)cc2)cc1 (configuration not stated)	24.6	2.9%	0.2%	16.8%	13.6	11.8%	2.0%	1.4	1.0	-7.8%
O=C(c1cc2ccccc2o1)N1CCN(c2cccc(Cl)c2)CC1	7.5	-1.4%	-10.0%	-8.6%	1.3	-1.9%	-1.5%	22.3	-29.4	-0.3%
CC(C)NCC(=O)NC12CC3CC(CC(C3)C1)C2	19.8	-6.2%	-1.2%	u	2.8	x	-1.3%	-1.2	-5.9	-1.1%
Cn1c(N)c(C(=O)COC(=O)Cc2ccc(Cl)cc2Cl)c(=O)n(C)c1=O	-10.4	2.8%	-3.4%	-28.7%	7.8	9.3%	7.6%	29.1	-10.1	-7.2%

Compound activity deposited in PubChem BioAssay by National Center for Advancing Translational Sciences (NCATS).
